A3A deaminase: APOBEC3A ssDNA deaminase inhibitors, primary screen, selectivity assay for APOBEC3G inhibitor project, biochemical, FAM/TAMRA oligo cleavage fluorescence | recombinant A3A, FAM/TAMRA ssDNA deamination fluorescence | inhibition, % at 20 µM | AID 493011, 2011 | 0.41% of 330,000 active | DNA dC->dU-editing enzyme APOBEC-3A (Homo sapiens), P31941;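 active means at least 40% inhibition at 20 µM here, with at most 30% in a related deaminase screen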;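 further: plate controls were A3A with DMSO for no effect and wells lacking A3A enzyme for full effect; some results filed as inactive read as strong as hits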
hIAP inh: human IAP inhibitors, primary screen, biochemical, luminescence, uHTS | inhibition, % at 10 µM | purified IAP, CDP-Star luminescence, 30 min | 0.12% of 330,000 active | Intestinal-type alkaline phosphatase (Homo sapiens), P09923;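 active means inhibition reaching a set limit with compound at 10 µM in the primary screen, cut at about 35% in these data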;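 further: plate controls were DMSO wells with enzyme for no effect and no-enzyme buffer wells for full effect; values of inactives mirror those of a sister screen read the other way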
Target sequence (P09923 whole entry, looked up): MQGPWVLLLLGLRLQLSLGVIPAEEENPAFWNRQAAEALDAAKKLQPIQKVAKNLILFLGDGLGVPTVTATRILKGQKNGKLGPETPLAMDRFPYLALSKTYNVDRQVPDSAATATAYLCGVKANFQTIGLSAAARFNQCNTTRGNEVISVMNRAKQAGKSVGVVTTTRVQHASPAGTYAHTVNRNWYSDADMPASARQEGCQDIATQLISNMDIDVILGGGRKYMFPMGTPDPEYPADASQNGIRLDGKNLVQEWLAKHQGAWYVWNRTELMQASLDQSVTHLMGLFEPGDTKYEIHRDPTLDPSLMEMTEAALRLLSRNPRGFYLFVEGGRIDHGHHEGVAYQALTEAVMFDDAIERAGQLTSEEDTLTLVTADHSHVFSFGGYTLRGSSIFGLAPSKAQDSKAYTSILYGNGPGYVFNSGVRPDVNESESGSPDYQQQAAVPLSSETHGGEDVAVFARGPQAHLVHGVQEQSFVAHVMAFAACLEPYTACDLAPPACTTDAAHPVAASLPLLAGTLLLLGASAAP
HKDC1 inhibitor: HKDC1 hexokinase inhibitors, primary screen, biochemical, fluorescence, uHTS. Q2TB90. recombinant HKDC1, G6PDH/diaphorase resazurin coupled fluorescence. inhibition, % at 20 µM. 0.16% of 340,000 active. AID 493160, 2011;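 active means inhibition above about 35% when tested at 20 µM, limit read from the data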;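 further: plate controls were DMSO wells with enzyme for no effect and DMSO wells lacking enzyme for full effect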
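Test system: Recombinant HKDC1 (HK5) hexokinase enzyme, produced in-house | Input: HKDC1 at 5 µg/mL | Buffer or medium: Tris pH 8.0 buffer with MgCl2, Tween-20, BSA, BME | Schedule: 90 min reaction incubation at room temperature, dark | Technique: Resazurin-to-resorufin fluorescence via G6PDH and diaphorase coupling, 525/613 nm | Controls: DMSO wells with and without enzyme mix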
ATG4B inh: ATG4B protease inhibitors, primary screen, biochemical, fluorescence, uHTS | Cysteine protease ATG4B (Homo sapiens), Q9Y4P1 | 0.51% of 340,000 active | ATG4B cleavage of LC3-PLA2, NBD-HPC fluorescence, 1 h | AID 504462, 2011 | inhibition, % at 8.33 µM; in the data active means inhibition above about 40%
Target sequence (Q9Y4P1 whole entry, looked up): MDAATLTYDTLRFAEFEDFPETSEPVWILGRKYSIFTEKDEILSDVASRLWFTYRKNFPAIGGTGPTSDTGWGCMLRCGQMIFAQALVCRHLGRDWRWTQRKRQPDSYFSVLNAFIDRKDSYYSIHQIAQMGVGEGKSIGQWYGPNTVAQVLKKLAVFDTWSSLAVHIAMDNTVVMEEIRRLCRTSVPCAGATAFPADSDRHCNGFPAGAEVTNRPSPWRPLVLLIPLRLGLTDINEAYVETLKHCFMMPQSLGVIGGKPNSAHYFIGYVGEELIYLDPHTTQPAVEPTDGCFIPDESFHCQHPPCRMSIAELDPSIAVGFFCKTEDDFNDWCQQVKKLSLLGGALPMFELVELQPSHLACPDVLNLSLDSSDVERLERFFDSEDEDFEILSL
hIAP activ: human IAP activators, primary screen, biochemical, luminescence, uHTS. Intestinal-type alkaline phosphatase (Homo sapiens), P09923. purified human IAP, CDP-Star luminescence, 30 min; hits give high values; 1 = vehicle-only enzyme, 0 = enzyme-free background. activation factor at 10 µM. 0.16% of 330,000 active. AID 2524, 2010;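 active means activation factor of the enzyme at least 2-fold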; further: the source names both 10 and 20 µM as test concentration; values of inactives mirror those of a sister screen read the other way
mIAP block: inhibitors of mouse IAP, primary screen, biochemical, luminescence, uHTS; intestinal alkaline phosphatase [Mus musculus]; purified mouse IAP, CDP-Star luminescence, 30 min; inhibition, % at 10 µM; 0.2% of 330,000 active; AID 2806, 2010;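 active means inhibition of at least 40% at 10 µM in the primary screen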;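 further: plate controls were DMSO with enzyme for no effect and no enzyme wells for full effect; values of inactives mirror those of a sister screen read the other way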
mIAP act: activators of mouse IAP, primary screen, biochemical, luminescence, uHTS; muIAP, CDP-Star luminescence, 30 min; hits give high values; 1 = vehicle-only enzyme signal, 0 = enzyme-free wells; activation factor at 10 µM; 0.24% of 330,000 active;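 active means activation factor of at least 2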; further: the source names both 10 and 20 µM as test concentration; values of inactives mirror those of a sister screen read the other way
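System: mouse IAP enzyme. Reagent: CDP-Star chemiluminescent phosphatase substrate. Benchmarks: DMSO wells, no-enzyme wells. Times: 30 min enzyme-substrate-compound incubation at room temperature. Detection: luminescence from enzymatic CDP-Star hydrolysis. Doses: test compounds delivered from DMSO solution.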
PfG6PD inh: PfG6PD enzyme inhibitors, primary screen, biochemical, fluorescence intensity, uHTS | glucose-6-phosphate dehydrogenase-6-phosphogluconolactonase (Plasmodium falciparum 3D7) | PfGluPho enzyme, NADPH resazurin-diaphorase fluorescence | inhibition, % at 20 µM | 0.78% of 350,000 active;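 active means inhibition reaching at least a set limit at 20 µM in the primary screen, cut at about 59% in these data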;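 further: 0% = DMSO wells with substrate and 100% = DMSO wells lacking glucose-6-phosphate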
An asterisk follows results filed as active; . = no result given.

SMILES	A3A deaminase	hIAP inh	HKDC1 inhibitor	ATG4B inh	hIAP activ	mIAP block	mIAP act	PfG6PD inh
CCOc1cccc(/C(O)=C2/C(=O)C(=O)N(Cc3ccco3)C2c2ccncc2)c1 (configuration not stated)	1	-3	0	-6	1	4	0.96	-14
COc1cccc(CNC(=O)C(CC(C)C)NC(=O)c2ccccc2C)c1 (configuration not stated)	2	6	-8	2	0.94	-3	1	-2
O=C(Nc1ccc(Cl)cc1)NC1CCCc2ccccc21 (configuration not stated)	-5	-9	-6	68*	1.1	-68	1.7	-13
O=S(=O)(Nc1cccc(C(F)(F)F)c1)c1cnc[nH]1	-10	-14	5	-2	1.1	-2	1	7
Nc1nc(Nc2cccc3ccccc23)nc(C2CCCC2=O)n1 (configuration not stated)	-1	-13	.	.	1.1	1	0.99	.
N#CCCCC#Cc1ccc2c(c1)COc1c3ccccc3nn1-2	-2	9	0	-12	0.91	-11	1.1	6
O=C(OCc1nnc(-c2ccc([N+](=O)[O-])cc2)o1)C1CCN(C(=O)c2ccc(Cl)cc2)CC1	1	-2	-2	14	1	10	0.9	5
S=C(Nc1ccc(Cl)cc1Cl)Nc1ccccc1Oc1ccccc1	-7	-10	0	72*	1.1	10	0.9	-7
COC(=O)c1ccc(-c2ccc(C(c3c(C)[nH][nH]c3=O)c3c(C)[nH][nH]c3=O)o2)cc1	20	-11	7	12	1.1	9	0.91	35
COc1ccc(C(=O)Nc2ccc(NC(=O)c3ccccc3OC)nc2)cc1	-1	2	0	-20	0.98	3	0.97	9
O=C(O)C(c1ccccc1)C1(O)CCCC1 (configuration not stated)	-5	-7	2	2	1.1	-7	1.1	-10
Cc1ccccc1-n1ccnc1SCC(=O)Nc1cccc(S(=O)(=O)NC2=NCCC2)c1	-3	-10	-1	-3	1.1	-3	1	4

The last four records of the part before come first, to join the parts:
SMILES	A3A deaminase	hIAP inh	HKDC1 inhibitor	ATG4B inh	hIAP activ	mIAP block	mIAP act	PfG6PD inh
COC(=O)c1ccc(-c2ccc(C(c3c(C)[nH][nH]c3=O)c3c(C)[nH][nH]c3=O)o2)cc1	20	-11	7	12	1.1	9	0.91	35
COc1ccc(C(=O)Nc2ccc(NC(=O)c3ccccc3OC)nc2)cc1	-1	2	0	-20	0.98	3	0.97	9
O=C(O)C(c1ccccc1)C1(O)CCCC1 (configuration not stated)	-5	-7	2	2	1.1	-7	1.1	-10
Cc1ccccc1-n1ccnc1SCC(=O)Nc1cccc(S(=O)(=O)NC2=NCCC2)c1	-3	-10	-1	-3	1.1	-3	1	4
COc1ccc(N2CCN(C(=O)CCCOc3cc(=O)n(C)c4ccccc34)CC2)cc1	1	11	-1	-13	0.89	2	0.98	21
CCOCC(=O)Nc1nnc(C2CCCCC2)s1	-1	14	3	-6	0.86	-2	1	4
O=C(Cc1n[nH]c(=O)c2ccccc12)Nc1cccc(S(=O)(=O)N2CCCC2)c1	4	-5	6	0	1.1	4	0.96	-14
Cc1nc(N2CCOCC2)nc2c1CCCC2	0	-27	-4	-3	1.3	1	0.99	-9
C=CCNC(=O)/C(C#N)=C/c1c(N(Cc2ccccc2)Cc2ccccc2)nc2ccccn2c1=O	-2	-2	-8	2	1	12	0.88	10
O=S(=O)(c1ccc2c(c1)OCCO2)N1CCC(c2nc3ccc(Cl)cc3[nH]2)CC1	-1	11	3	-5	0.89	-55	1.6	14
COc1ccc(-n2c(-c3ccco3)n[nH]c2=S)cc1	-2	-9	-2	0	1.1	0	1	38
O=C(COc1nc2ccccc2nc1N1CCOCC1)Nc1ccc(S(=O)(=O)N2CCCC2)cc1	-3	0	10	-9	1	3	0.97	5
c1ccc(-n2c(-c3ccncc3)nnc2-c2ccco2)cc1	-1	18	-4	2	0.82	14	0.86	-14
O=C(Cc1ccc2cccnc2c1)c1ccc(O)cc1O	-7	-12	7	0	1.1	3	0.97	-16
CCOc1ccccc1N(CC(=O)Nc1ccc(S(=O)(=O)N2CCOCC2)cc1)S(C)(=O)=O	-6	0	-9	-5	1	-21	1.2	-10
O=c1c(Br)c(NCc2ccccc2)cnn1-c1ccc(F)cc1	2	7	1	6	0.93	-2	1	0
O=[N+]([O-])c1ccccc1Nc1cccnc1	-4	-8	-5	4	1.1	-2	1	-1
CCCc1cc(C(=O)Nc2sc(C)c(CC)c2C#N)no1	1	0	2	1	1	-3	1	20
Cn1c(NCc2ccco2)nc2c1c(=O)n(Cc1ccc(Cl)cc1Cl)c(=O)n2C	1	4	2	-2	0.96	2	0.98	-1
O=C(N/N=C/c1ccccn1)c1cccc(NC(=O)c2ccc(Cl)cc2)c1	-3	-27	-5	-10	1.3	16	0.84	19
Nc1nc2ncc(-c3ccsc3)c(N)n2n1	-5	-2	-6	-3	1	5	0.95	0
CC(C)C1Nc2ccc(S(=O)(=O)N3CCOCC3)cc2NC1=O (configuration not stated)	-3	5	-8	-2	0.95	4	0.96	6
O=C(COC(=O)c1cccc(Cl)c1)Nc1ccc2[nH]c(=O)[nH]c2c1	-1	-10	-10	8	1.1	2	0.98	1
Cc1ccccc1Cn1nc(C)c(NC(=O)c2cc(-c3ccco3)on2)c1C	2	9	-8	15	0.91	-1	1	-5
COC(=O)c1noc(-c2ccc(C)cc2)n1	3	2	-9	-9	0.98	5	0.95	18
COc1ccc(-n2c(C)cc(C(=O)CN3CCCCC3)c2C)cc1	-8	-13	-11	2	1.1	-8	1.1	-6
COC(=O)CSc1nc2c(c(=O)n(C)c(=O)n2C)n1CCC(C)C	-3	-25	3	-1	1.3	2	0.98	6
O=C(NCCN1CCN(C(=O)c2cccs2)CC1)C(=O)Nc1ccc(Br)cc1	-1	-2	-4	-12	1	3	0.97	-20
Cc1onc(-c2c(Cl)cccc2Cl)c1NC(=O)N(C)N	-3	-32	-1	-1	1.3	-10	1.1	-3
O=C(NCC(=O)N(Cc1cccs1)C(C(=O)NC1CCCCC1)c1ccncc1)c1ccco1 (configuration not stated)	0	3	2	-1	0.97	7	0.93	-9
CCN(CC)S(=O)(=O)c1ccc(C(=O)NCCSc2c[nH]c3ccccc23)cc1	0	2	0	-6	0.98	10	0.9	32
COc1cccc(OC)c1C1=NC(C)(C)CO1	-3	0	-4	3	0.99	12	0.88	1
CCOC(=O)C1C(=O)CC(C)(O)C(C(=O)OCC)C1c1cccc(OC)c1 (configuration not stated)	-1	-7	8	1	1.1	-2	1	-6
CC(C)(C)C(=O)Nc1ccccc1C(=O)NCc1cccnc1	-5	2	-7	2	0.98	-1	1	-5
Cc1ccc(S(=O)(=O)N2C(=O)CCC2C(=O)Nc2ccc3c(c2)OCCO3)cc1 (configuration not stated)	-3	7	-3	-11	0.93	-1	1	5
CCOC(=O)COc1nc2c(c(-c3ccco3)c1C#N)CCc1ccccc1-2	2	1	-4	-3	0.99	-1	1	-2
COC(c1ccccc1)c1nnc(CCC(=O)NCCC(C)C)o1 (configuration not stated)	-2	-2	1	-12	1	0	0.99	-7
O=C(C1CCN(S(=O)(=O)c2ccccc2)CC1)N1CCOCC1	2	40*	-6	-1	0.6	9	0.91	-17
O=C(Nc1ccccc1F)c1ccccc1C(=O)Nc1ccccc1F	-2	-11	-7	8	1.1	-5	1	11
CCCCn1c(=O)[nH]c(=O)c2c1nc(Cn1ncc(Cl)c(Cl)c1=O)n2CCC	1	16	11	20	0.84	9	0.91	4
CSc1cccc(NC(=O)c2cc(S(=O)(=O)N3CCCC3)cn2C)c1	-1	10	2	-3	0.9	-24	1.2	11
Cc1ccc(C(=O)COC(=O)CCCC(=O)Nc2cc(C(F)(F)F)ccc2Cl)cc1C	-4	7	-5	33	0.93	-1	1	21
O=C(Cc1cccs1)N1CCN=C1SCc1ccc(Br)cc1	1	8	0	-5	0.92	10	0.9	30
O=C(NCCN1CCOCC1)c1ccc(CS(=O)(=O)Cc2ccccc2F)o1	11	6	-12	-8	0.94	-5	1	-20
Cc1sc(N)c(C(=O)c2ccccc2Cl)c1C	-1	13	-11	10	0.87	11	0.89	-3
CC(C(=O)OCC(=O)c1ccc([N+](=O)[O-])cc1)N1C(=O)C2C3C=CC(C3)C2C1=O (configuration not stated)	-2	-10	-6	5	1.1	-18	1.2	35
Cc1nc(NC(=O)C2CC3CCCC(C2)C3=O)sc1C (configuration not stated)	-1	24	-6	-6	0.76	4	0.96	14
CCOC(=O)c1cc(C#N)c(SCC(=O)c2cc(C#N)c(SC)nc2C)nc1C	-4	-8	-7	2	1.1	7	0.93	12
CCOc1ccc(Cl)cc1S(=O)(=O)NCc1ccccn1	-3	-4	-8	-8	1	4	0.96	1
COc1ccc(CCNC(=O)C2CCN(S(=O)(=O)N3CCC4(CC3)OCCO4)CC2)cc1OC	-4	-3	5	0	1	10	0.9	-4
COc1ccc(-c2ccc(OC)c([C@H]3[C@H]4C=CC[C@@H](C)[C@@H]4C(=O)N3Cc3ccccc3)c2)cc1OC	1	-2	4	-6	1	13	0.87	29
COc1ccc(C2/C(=C(/O)c3ccccc3)C(=O)C(=O)N2c2ncccn2)cc1OC (configuration not stated)	-4	1	-10	-2	0.99	-1	1	-3
O=C1N[C@@H](Cc2c[nH]c3ccccc23)COC(=O)[C@H](Cc2ccc(F)cc2)C/C=C\C[C@H]1CC(=O)N(CCO)Cc1ccccc1	2	-9	-1	-10	1.1	-3	1	13
O=C(CSc1ccc(-c2ccccn2)nn1)NCc1ccc(Cl)cc1	3	0	1	26	1	-1	1	3
NC(=O)c1cc2cc(Cl)ccc2oc1=Nc1cccc(C(F)(F)F)c1	-2	-16	6	-3	1.2	-7	1.1	1
Cc1cccc(NC(=S)NC(NC(=O)c2ccco2)C(Cl)(Cl)Cl)c1 (configuration not stated)	-3	-2	2	-2	1	-104	2*	18
Fc1ccccc1C1CCN(Cc2nc(COc3ccccc3)no2)C1 (configuration not stated)	-13	-2	-4	7	1	-7	1.1	-11
CCCCCn1c(=O)c(F)cn(Cc2ccc(OC)c([N+](=O)[O-])c2)c1=O	0	3	-5	-8	0.97	1	0.99	13
C=CCN(c1ccccc1)S(=O)(=O)c1cccc(C(=O)Nc2ncccc2C)c1	-5	0	-6	-2	1	5	0.95	-13
CCOC(=O)c1c(C(C)(C)C)oc2ccc(OCC#N)cc12	5	1	8	11	0.99	-5	1.1	-3
O=C1NC2=C(CCc3ccccc32)C(c2ccc(Br)cc2)N1 (configuration not stated)	-4	-15	29	10	1.2	8	0.92	27
Cn1c(=O)c2sccc2n2c(CCCC(=O)NCc3ccc(F)cc3)nnc12	-2	-4	-4	-3	1	-2	1	9
C/C=C(\C)CN1CCC(n2nccc2NC(=O)c2ccc3c(c2)OCO3)CC1	2	-23	-1	-2	1.2	1	0.99	2
COc1ccc(-c2nnc(SCC(=O)Nc3cc(C)on3)n2C)cc1OC	2	-11	6	9	1.1	1	0.99	-5

Screens deposited in PubChem BioAssay by Sanford-Burnham Center for Chemical Genomics.
